GAA glycogen = qHTS Assay for Inhibitors and Activators of Human alpha-Glucosidase Cleavage of Glycogen | recombinant GAA, glycogen substrate, Amplex Red glucose oxidase fluorescence | Potency, µM (series often up to 76.4 µM), for inactives: at the top dose activity change, negative = inhibition, usual class: inhibitors | 300,000 compounds, 0.38% hits; active = well fitted inhibition curve with a large enough effect; inconclusive = small, poorly fitted or top-dose-only effect, or another doubt; inactive = no such curve, though single readings can be large or run the other way;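 note: 0% = full enzyme reaction and -100% = no-enzyme basal signal; the screen sought inhibitors and activators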
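Recombinant enzyme (4 nM final) with compounds titrated up to 77 uM and bovine liver glycogen (30 ug) in citrate pH 5.0, 0.01% Tween-20, 37 C 40 min. Released glucose detected by Amplex Red/glucose oxidase (Ex 573/Em 610); AC50 from Hill fits.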
Active calls of the source: *; ? = inconclusive; [ ] = dose if it differs, or a comment. Potency is the fitted concentration of half-maximal effect. Some of the compounds tested (hit frequency here may not be typical).

SMILES | GAA glycogen
CCOc1ccc(N(CC)S(=O)(=O)N2CCCC(C(=O)Nc3ccc(NC(C)=O)cc3)C2)cc1 (stereo not given) | -2%[76.3 µM]
CC(C)[C@H]1C(=O)Nc2ccccc2N1C(=O)N[C@@H](Cc1ccccc1)C(=O)N[C@@H](Cc1ccccc1)C(=O)O | 2%[76.3 µM]
Cc1ccc2sc(N(CCN(C)C)C(=O)c3ccc(S(=O)(=O)N4CC(C)OC(C)C4)cc3)nc2c1C (stereo not given) | -14%[76.3 µM]
COc1ccc(CCNC(=O)CCCc2ccccc2)cc1 | 10%[76.3 µM]
CCOCCCNC(=O)C(c1ccccc1)N(Cc1ccc2c(c1)OCO2)C(=O)c1ccc(NC(C)=O)cc1 (stereo not given) | 1%[76.3 µM]
CCOc1ccc(S(=O)(=O)N(CC(=O)NCc2ccncc2)c2ccc(C)cc2)cc1 | 7%[76.3 µM]
Cc1cccc(NC(=O)NC2CCCc3ccccc32)c1 (stereo not given) | -8%[76.3 µM]
O=C(NCc1cc([N+](=O)[O-])ccc1O)c1cccc(NS(=O)(=O)c2ccccc2)c1 | -2%[76.3 µM]
CN1CCN(Cc2nnc(-c3ccccc3)o2)CC1 | -2%
Cc1ccc(NC(=O)CNC(=O)Cn2cnc3sc(C)c(C)c3c2=O)cc1F | -7%[76.3 µM]
CCCCc1c(C)nc2c(-c3ccc(Cl)cc3)c(C)[nH]n2c1=O | 9%[76.3 µM]
Cc1ccc(NC(=S)NC(=O)C2CC2)cc1Cl | -1%[76.3 µM]
COc1ccc(C(=O)NCCn2cc(SCC(=O)Nc3ccc4c(c3)OCCO4)c3ccccc32)cc1 | -20%[76.3 µM]
COc1cccc(CNC(=O)CN2C(=O)COc3ccc(S(=O)(=O)N4CCC(C)CC4)cc32)c1 | -5%[76.3 µM]
COc1ccc(OC)c(S(=O)(=O)N2CCCC(C(=O)NCc3ccco3)C2)c1 (stereo not given) | -11%[76.3 µM]
O=C(COc1ccccc1Cl)N(Cc1cccc(F)c1)C1CCS(=O)(=O)C1 (stereo not given) | -12%[76.3 µM]
COCCn1c(=NC(=O)c2ccc(S(=O)(=O)N3CCOCC3)cc2)sc2cc(S(N)(=O)=O)ccc21 | 0%[76.3 µM]
COc1cc([N+](=O)[O-])ccc1NC(=O)CCS(=O)(=O)c1ccc2c(c1)n(C)c(=O)c(=O)n2C | -11%[76.3 µM]
Cc1ccc(CN2CCC(CNC(=O)Nc3ccc(Cl)cc3)C2)cc1 (stereo not given) | 21%[76.3 µM]
N#C/C(=C\c1ccc(Cl)cc1)C(=O)NCC1CCCO1 (stereo not given) | 4%[76.3 µM]
COc1ccc(C)cc1NC(=O)CCN1CCN(c2ccccc2)CC1 | -1%
COCCn1c(SCC(=O)Nc2ccc(F)cc2)nc2ccccc2c1=O | -12%[76.3 µM]
O=C(Nc1cccc(F)c1)C1CCCN(S(=O)(=O)c2ccccc2)C1 (stereo not given) | 1%[76.3 µM]
COC(=O)c1ccc([C@@H]2Nc3c(cccc3C(F)(F)F)[C@@H]3C=CC[C@@H]32)cc1 | 7%[76.3 µM]
COc1ccccc1CNC(=O)[C@H](C)N1C(=O)N2CCc3c([nH]c4ccccc34)[C@@]2(C)C1=O | -3%[76.3 µM]

A different layout for some results above:
CCCCc1c(C)nc2c(-c3ccc(Cl)cc3)c(C)[nH]n2c1=O
  GAA glycogen: 9%[76.3 µM]

Cc1ccc(NC(=S)NC(=O)C2CC2)cc1Cl
  GAA glycogen: -1%[76.3 µM]

Going on with the list:
SMILES | GAA glycogen
Cn1c(C(=O)N2CCCC(C(=O)NCc3ccccc3)C2)cc2sccc21 (stereo not given) | -7%[76.3 µM]
CC(=O)N1C(=O)NC(c2ccccc2)=C([N+](=O)[O-])C1c1ccccc1 (stereo not given) | 6%[76.3 µM]
COc1ccccc1CN1CCC(n2nccc2NC(=O)c2ccccc2Cl)CC1 | 4%[76.3 µM]
Cc1[nH][nH]c(=O)c1C(c1cc(Br)ccc1O)c1c(C)[nH][nH]c1=O | -14%
Cc1ccc(Cn2c(CCCO)nc3ccccc32)cc1 | -2%[76.3 µM]
Cc1[nH]ncc1-c1nc2ccccc2[nH]1 | -10%
O=C(CC(SCCO)c1ccc([N+](=O)[O-])cc1)c1ccco1 (stereo not given) | -9%[76.3 µM]
Cn1c(C(=O)N2CCCC(C(=O)N3CCN(c4ccccc4)CC3)C2)cc2sccc21 (stereo not given) | 11%[76.3 µM]
COc1ccc(C)cc1NC(=O)c1sc2nc(C)nc(N3CCOCC3)c2c1C | -2%
Cc1ccc(-c2csc3nc(SCC(=O)Nc4ccc(Cl)c(C(=O)O)c4)[nH]c(=O)c23)cc1 | 1%[76.3 µM]
O=c1c2ccccc2ncn1/N=C/c1ccccc1 | 7%
CCCC(=O)Nc1cccc(-c2nc3ncccc3o2)c1 | -4%[76.3 µM]
CCc1ccccc1N(CC(=O)NCc1ccco1)C(=O)CCC(=O)Nc1nccs1 | 4%
COc1ccccc1N(CC(=O)NCCSCc1ccccc1)S(=O)(=O)c1ccc(C)cc1 | 2%
O=C(c1cccc(Br)c1)N1CCN(C2=NS(=O)(=O)c3ccccc32)CC1 | -9%[76.3 µM]
Cc1cc(C)c2c(=O)cc(C(=O)Nc3sc4c(c3C(=O)NCC3CCCO3)CCCC4)oc2c1 (stereo not given) | 11%[76.3 µM]
COc1cccc(CNC(=O)C2CCC(=O)N(CC3CCCCC3)C2)c1OC (stereo not given) | -7%[76.3 µM]
CCOC(=O)c1c(-c2ccccc2)oc2cc(Br)c(O)c(C=O)c12 | -3%
CCc1ccc(CCC(=O)Nc2ccc(Cl)cc2)o1 | 13%[76.3 µM]
Cc1cc(=O)oc2cc(OCC(=O)Nc3c(Cl)cccc3C(F)(F)F)ccc12 | -2%[76.3 µM]
Cc1ccc(N2CC(C(=O)Nc3ccc(S(=O)(=O)Nc4nccs4)cc3)CC2=O)cc1C (stereo not given) | -3%
O=Cc1cn(CCOc2ccccc2F)c2ccccc12 | -2%[76.3 µM]
Cc1nnc2sc(SCC(=O)N3CCCCC3)nn2c1=O | -3%[76.3 µM]
Cc1ccc(NC(=O)CCCn2c3ccccc3c(=O)c3cc(C)ccc32)c(Br)c1 | 14%[76.3 µM]
COc1ccc(NC(=O)C2C3C=CC(O3)C2C(=O)O)cc1 (stereo not given) | 0%[76.3 µM]

SMILES | GAA glycogen
CCC(C)[C@H](NC(=O)C1CCC(CNC(=O)[C@@H]2CCCN2C(=O)OC(C)(C)C)CC1)C(=O)O (stereo not given in full) | 4%
CCOC(=O)c1cccc(NC(=O)COc2nsnc2N2CCOCC2)c1 | -2%
Cc1cc(C)c(C(=O)C(C)OC(=O)C2=COCCO2)cc1C (stereo not given) | 0%[76.3 µM]
CCCc1nnc(NC(=O)CCC(=O)N2CCCCC2)s1 | -12%[76.3 µM]
COc1cc2c(cc1OC)CN(C(=O)CCc1c[nH]c3ccccc13)[C@H](C(=O)O)C2 | -2%
COc1ccc2c(c1)CCc1c(C(=O)Nc3ccccc3C(F)(F)F)noc1-2 | -4%[76.3 µM]
Cn1c(=O)c2c(-c3ccccc3)n(-c3cccc(C#N)c3)cc2n(C)c1=O | 14%[76.3 µM]
CCOC(=O)c1cc2c(=O)n3ccccc3nc2n(CC2CCCO2)c1=NC(=O)c1ccccc1Br (stereo not given) | 15%[76.3 µM]
COc1ccc(Cl)cc1NC(=O)CN(C)C(=O)Cc1ccc2c(c1)CCC2 | -12%[76.3 µM]
Cc1ccc(-n2nnnc2C2CCN(S(=O)(=O)c3ccc(OC(F)(F)F)cc3)CC2)cc1 | -5%[76.3 µM]
CCCC(C)c1nc(C(N)=O)c2[nH]c(=O)n(-c3ccc(OC)cc3OC)c2n1 (stereo not given) | -1%[76.3 µM]
COc1cc(COC(=O)c2cnc(C)cn2)c(OC)cc1Br | 12%[76.3 µM]
Cc1ccc(C)c(N2CCN(CCCNC(=O)c3ccc4nc(N5CCC(C)CC5)sc4c3)CC2)c1 | 17%[76.3 µM]
O=C(CSc1nc2ncccc2[nH]1)Nc1c(F)cc(F)cc1Br | -1%[76.3 µM]
Cc1ccc2nc(N3CCN(CCO)CC3)nc(-c3ccccc3)c2c1 | 0%
Cc1ccc(CCNC(=O)C2CCC(=O)N2Cc2ccc(F)cc2)cc1 (stereo not given) | -9%
Cc1ccc(Cl)cc1NC(=O)CN1C(=O)c2ccccc2Sc2ncccc21 | -3%[76.3 µM]
Cc1cccc(NC(=O)C2CCN(S(=O)(=O)c3ccc(F)cc3)CC2)c1C | 14%[76.3 µM]
CCN(CC)CCN(C(=O)c1ccc2c(c1)CCCC2)c1nc2cc(OC)c(OC)cc2s1 | 3%[76.3 µM]
Cc1ccc(NC(=O)c2ccc(NCCCN3CCC(C)CC3)c([N+](=O)[O-])c2)c(C)c1 | 2%
O=C(Nc1cccc(-n2cnnn2)c1)c1ccncc1 | 8%[76.3 µM]
Cc1cccc(NS(=O)(=O)c2cc(C(=O)NCc3ccccn3)ccc2C)c1 | 2%[76.3 µM]
CCC(C)NC(=O)CCc1nnc2ccc(N3CCC(C)CC3)nn12 (stereo not given) | 9%
Cc1cccc(-c2nc3c(cnn3-c3ccccc3)c(=O)n2-c2cccc(Cl)c2)c1 | -8%[76.3 µM]
Cn1cnc2cc(NC(=O)COc3ccccc3)ccc21 | -1%

SMILES | GAA glycogen
COc1cc2c(cc1OC)CC(C(=O)NCc1ccccc1)NC2 (stereo not given) | 5%
COc1ccc(OC)c(C2NC(=O)NC(C)=C2C(=O)OCc2ccccc2)c1 (stereo not given) | -10%[76.3 µM]
S=c1[nH]nc(COc2ccccc2)n1/N=C/c1ccc(Cl)cc1Cl | 3%
COc1cc(NS(=O)(=O)c2cn(C)cn2)cc(OC)c1OC | -15%[76.3 µM]
O=C(CCn1c(=O)c2cccn2c2cccnc21)N1CCN(c2cccc(C(F)(F)F)c2)CC1 | 10%[76.3 µM]
Cc1ccc(CNS(=O)(=O)c2ccc3c(c2)N(C)CCO3)cc1 | -15%[76.3 µM]
C/C(=N/NC(=O)c1ccncc1)c1ccc2c(c1)OCO2 | -11%
Cc1c(NC(=O)c2cc(-c3ccc(Cl)c(Cl)c3)on2)c(=O)n(-c2ccccc2)n1C | 0%
O=C1CC(c2ccc(Br)cc2)c2c(ccc3ccccc23)N1 (stereo not given) | -18%[76.3 µM]
CC(=O)Nc1ccc(OC(=O)Cc2ccc(Cl)cc2)cc1 | 1%[76.3 µM]
CCN(CC(=O)N1CCC(C(N)=O)CC1)S(=O)(=O)c1ccc(Cl)cc1 | 0%[76.3 µM]
COc1ccc(C(=O)N2CCOC2CNC(=O)C(=O)NCc2ccc(F)cc2)cc1 (stereo not given) | -6%[76.3 µM]
Cc1ccc(CNC(=O)CN(C(=O)C2(C)CC(=O)N=C3C=CC=CN32)c2ccc(F)cc2)cc1 (stereo not given) | -2%
COc1cccc(/C=N/n2c(COc3ccccc3)n[nH]c2=S)c1O | -7%
Cc1ccc(S(=O)(=O)NCc2ccccn2)c(C)c1 | 10%[76.3 µM]
COc1cccc(OCc2nc3ccccc3n2C)c1 | 14%[76.3 µM]
Cn1c(=O)oc2cc(S(=O)(=O)NC3CCCCC3)ccc21 | -3%
COc1ccc(-c2cc(C)no2)cc1S(=O)(=O)N1CCCN(Cc2ccccc2Cl)C1 | 2%[76.3 µM]
COc1ccc(CNC(=O)COC(=O)c2cccs2)cc1 | -2%
O=C1c2ccccc2NC(c2cccc(O)c2)N1O (stereo not given) | ?
Cc1ccc(Nc2cc(C)nc3nncn23)c(C)c1 | -2%[76.3 µM]
COc1ccc(C(=O)NCCn2cc(SCc3ccc(C(F)(F)F)cc3)c3ccccc32)cc1OC | -19%[76.3 µM]
COc1c(C)cc(C(=O)C2CCCN(S(=O)(=O)N(C)C)C2)cc1C (stereo not given) | -8%[76.3 µM]
COc1ccc(C(=O)Oc2cc(-c3ccc4c(c3)OCO4)cc(=O)c3c(C)oc(C)c23)cc1 | 6%[76.3 µM]
Cn1c(CC(=O)Nc2ccccc2)cc2ccccc21 | -10%[76.3 µM]

SMILES | GAA glycogen
CCOC(=O)CNC(=O)CN1C(=O)CC(c2ccco2)Sc2ccccc21 (stereo not given) | 2%
CCCNC(=O)C1CC(=O)N(c2ccc(OCc3ccc(Cl)cc3)cc2)C1 (stereo not given) | 4%[76.3 µM]
COc1cccc(NC(=O)Cn2c(=O)n(Cc3ccc(C(=O)NCc4ccc(C)cc4)cc3)c(=O)c3ccccc32)c1 | -14%[76.3 µM]
Cc1cc(OCC(=O)NC(Cc2c[nH]c3ccccc23)C(=O)O)ccc1Cl (stereo not given) | 4%[76.3 µM]
CCC(=O)Nc1ccc(C2=Nn3c(nnc3C(C)C)SC2)cc1 | 5%
NC(=O)c1ccccc1NC(=O)CN1CCN(Cc2ccccc2)CC1 | 4%

Five entries picked at random from those above:
SMILES | GAA glycogen
COc1cccc(NC(=O)Cn2c(=O)n(Cc3ccc(C(=O)NCc4ccc(C)cc4)cc3)c(=O)c3ccccc32)c1 | -14%[76.3 µM]
CCCNC(=O)C1CC(=O)N(c2ccc(OCc3ccc(Cl)cc3)cc2)C1 (stereo not given) | 4%[76.3 µM]
Cc1cc(OCC(=O)NC(Cc2c[nH]c3ccccc23)C(=O)O)ccc1Cl (stereo not given) | 4%[76.3 µM]
CCC(=O)Nc1ccc(C2=Nn3c(nnc3C(C)C)SC2)cc1 | 5%
NC(=O)c1ccccc1NC(=O)CN1CCN(Cc2ccccc2)CC1 | 4%

Screening results deposited in PubChem by National Center for Advancing Translational Sciences (NCATS).
